Sm TGR block = inhibitors of Schistosoma mansoni thioredoxin glutathione reductase. Q962Y6. purified TGR, DTNB reduction, TNB absorbance 405 nm. hit rate 3% among 360,000. Potency, µM (series often up to 114 µM), without a hit: top-dose activity change, negative = inhibition, most hits filed as inhibitors; note: potency is the fitted concentration of half-maximal effect; nearly all actives have a fitted effect of over 60% in size
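First, TGR (20 nM dispensed) and NADPH were mixed with compound. Second, a 15 min room-temperature incubation followed. Third, further NADPH and then DTNB were added to start the reaction. Finally, TNB absorbance was monitored kinetically.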
AmpC inh detg = AmpC beta-lactamase inhibition with detergent present | AmpC hydrolysis of nitrocefin, absorbance 480 nm, 0.01% Triton | P00811 | AID 485294 | hit rate 0.041% among 370,000 | Potency, µM (highest dose often 114 µM), for the others: at the highest dose activity change, negative = inhibition, most hits filed as inhibitors;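 note: potency is the fitted concentration of half-maximal effect; 0% = no-compound wells and -100% = no-enzyme wells; nearly all actives have a fitted effect of over 25% in size; some results filed as inactive show a strong effect at the top dose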
Target sequence (P00811 whole entry, looked up): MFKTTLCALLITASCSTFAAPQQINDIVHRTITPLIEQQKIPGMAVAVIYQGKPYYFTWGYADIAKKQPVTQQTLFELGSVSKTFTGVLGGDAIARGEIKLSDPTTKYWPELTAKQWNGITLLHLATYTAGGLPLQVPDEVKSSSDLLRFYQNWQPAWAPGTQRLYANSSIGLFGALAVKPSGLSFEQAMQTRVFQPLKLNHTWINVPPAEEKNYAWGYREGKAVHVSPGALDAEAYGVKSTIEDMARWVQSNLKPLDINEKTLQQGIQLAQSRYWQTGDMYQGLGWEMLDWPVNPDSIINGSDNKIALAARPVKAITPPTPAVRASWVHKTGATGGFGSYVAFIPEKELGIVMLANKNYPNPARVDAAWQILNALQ
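20 mM phosphate pH 7.0 + 0.01% (detergent screen) or 0.0001% Triton X-100; 5.3 nM AmpC reagent; cpd preinc 15 min RT; nitrocefin (800 uM stock) to start; A480 q20 s × 4 min; Activity was normalised to no-enzyme and no-compound control wells.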
AmpC inh no detg = inhibitors of E. coli AmpC beta-lactamase without detergent. P00811. AmpC nitrocefin hydrolysis, absorbance 480 nm, 0.0001% Triton. Potency, µM (top dose mostly 57.1 µM), for the others: at the top dose activity change, negative = inhibition, hits mostly inhibitors. hit rate 0.52% among 330,000;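 note: potency is the fitted concentration of half-maximal effect; plate controls were no compound for no effect and no enzyme for full effect; nearly all actives have a fitted effect of over 20% in size; some results filed as inactive show a strong effect at the top dose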
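20 mM phosphate pH 7.0 + 0.01% (detergent screen) or 0.0001% Triton X-100; 5.3 nM AmpC reagent; cpd preinc 15 min RT; nitrocefin (800 uM stock) to start; A480 q20 s × 4 min; Activity was normalised to no-enzyme and no-compound control wells.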
FBPA Giardia inh = blocks Giardia fructose-bisphosphate aldolase activity | hit rate 0.71% among 290,000 | A8B2U2 | purified Giardia FBPA | Potency, µM (titrated, usually from 59.6 µM), without a hit: top-dose activity, negative = inhibition, most hits filed as inhibitors; note: potency is the fitted concentration of half-maximal effect; nearly all actives have a fitted effect of over 55% in size
Target sequence (A8B2U2 whole entry, looked up): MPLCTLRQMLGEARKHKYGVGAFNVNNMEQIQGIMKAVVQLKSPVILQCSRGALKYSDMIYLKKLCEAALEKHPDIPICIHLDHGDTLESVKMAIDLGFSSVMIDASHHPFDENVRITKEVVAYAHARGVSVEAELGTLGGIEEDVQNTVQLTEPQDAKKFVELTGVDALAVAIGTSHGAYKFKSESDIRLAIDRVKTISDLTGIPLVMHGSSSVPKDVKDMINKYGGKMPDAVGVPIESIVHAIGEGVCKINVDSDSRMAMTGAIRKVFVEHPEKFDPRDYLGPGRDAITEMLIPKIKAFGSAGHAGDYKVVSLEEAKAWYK
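40 nM FBPA preincubated 10 min at RT with compound (up to 57.5 uM final), then substrate plus GAPDH/TPI/NAD/arsenate coupling and diaphorase/resazurin added. Fluorescence read after 20 min at RT, 525/598 nm.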
HCMV antiviral = human cytomegalovirus inhibition; HFF cells, HCMV-luciferase reporter, 72 h; stronger effect = lower value; activity change, negative = inhibition, % at 57.5 µM; AID 1259415; hit rate 4.5% among 410,000; in the data active = activity change below about -60%; inconclusive = no clear call, values can overlap the other calls; inactive = above about -39%
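Luciferase read-out from HCMV-luciferase-infected HFFs (MOI 1 PFU/cell) 72 h post infection at 37C; compounds added after 16 h cell attachment; activity normalized between buffer-only basal and Salinomycin (10uM) inhibitor controls.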
AMA1 RON2 block = AMA1-RON2 (P. falciparum) interaction inhibition; AlphaScreen AMA1-biotinylated RON2 peptide binding; Potency, µM (doses to about 58.2 µM), for the others: at the highest dose activity change, negative = inhibition, actives largely listed as inhibitors; hit rate 0.2% among 360,000;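 note: potency is the fitted concentration of half-maximal effect; 0% = vehicle wells and -100% = peptide control; nearly all actives have a fitted effect of over 45% in size; some results filed as inactive show a strong effect at the top dose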
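AMA1 (3D7) with his tag at 25 nM final met compounds first, then biotinylated RON2 peptide at 25 nM; detection used donor plus acceptor beads, 10 µg/mL apiece, read by AlphaScreen after 30 min at room temperature.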
* = called active by the depositor; u = inconclusive; x = not tested or not shown; [ ] = remark or other dose. Unless noted, calls come from the whole dose curve; as a rule, active = well fitted curve in the direction sought with a large enough effect; inconclusive = small, poorly fitted or top-dose-only effect, or another doubt; inactive = no such curve, though single readings can be large; an effect the other way counts as inactive or inconclusive. Unless noted, % is set by controls: 0 for no effect and ±100 for the full control effect.

Results follow in this order: Sm TGR block	AmpC inh detg	AmpC inh no detg	FBPA Giardia inh	HCMV antiviral	AMA1 RON2 block
- O=C1C2=C(SCCS2)C(=O)N1c1ccccc1
 : 5.4%	u	-8.9%	9.6%	-12.1	6.3%
- CCCN(CCc1ccccc1)C1CCc2c(O)cccc2C1 (stereo unspecified)
 : x	x	x	-2.9%	17.0	-5.9%
- COc1ccccc1CC(=O)NNC(=O)CN(C)S(=O)(=O)c1ccc(Cl)cc1
 : -0.8%	4.3%	-7.4%	x	-1.4	46.5%[activator]
- COC(=O)c1[nH]c2cccc(OC)c2c1NC(=O)CN1CCC(C(N)=O)(N2CCCCC2)CC1
 : -23.6%	-1.1%	-12.1%	-13.0%	-23.1	10.1%
- COc1ccc(OCCSc2nnc(-c3ccc(OC)cc3)n2N)cc1
 : -2.7%	-5.1%	2.2%	7.0%	u	1.8%
- Cc1nc(N2CCN(c3ccccc3)CC2)[nH]c(=O)c1Cc1ccccc1
 : -25.1%	-12.1%	-20.3%	0.8%	-38.1	-5.4%
- C=CCC[C@@H](Cc1ccc(F)cc1)C(=O)OC[C@@H](Cc1c[nH]c2ccccc12)NC(=O)[C@@H](CC=C)CC(=O)N[C@@H](CO)Cc1ccccc1
 : x	x	-4.8%	x	-4.6	-2.2%
- CN1C(=O)CC(N2CCN(c3ncccn3)CC2)C1=O (stereo unspecified)
 : -25.9%	-16.9%	-24.0%	6.7%	u	-3.7%
- COc1ccc(N2C(=O)C3[C@@H](C2=O)C2(Cl)C(Cl)=C(Cl)C3(Cl)C2(OC)OC)cc1 (stereo partly specified)
 : 9.3%	-5.6%	-3.4%	1.2%	-29.8	1.5%
- CC(C)=C1C2CCC1C(C(=O)NCCc1ccccc1)C2C(=O)O (stereo unspecified)
 : 5.1%	-8.9%	-6.5%	-19.0%	-28.6	-17.8%
- COc1ccc(C(Nc2cccc([N+](=O)[O-])c2)P(=O)(OC(C)C)OC(C)C)cc1 (stereo unspecified)
 : -4.2%	0.0%	116.1%[activator]	2.2%	8.3	-5.3%
- O=C(Nc1ccccc1Cl)c1ccccc1Oc1ccc(C(F)(F)F)cc1[N+](=O)[O-]
 : 10.3%	0.1%	-26.7%	-6.2%	-26.4	u
- Nc1ncnc2c1ncn2CCc1ccccc1
 : 0.1%	-8.1%	-22.3%	2.2%	u	2.7%
- Cc1ccc(C)c(N(CC(=O)NC(C)C)C(=O)CCC(=O)Nc2ccccn2)c1
 : 13.3%	-2.3%	22.8%	9.6%	17.5	14.8%
- CCCCN(CC)S(=O)(=O)N1CCC(C(=O)NCc2ccc(F)cc2)CC1
 : 8.3%	-14.9%	31.7%	0.1%	-2.5	-1.9%

Next section.
Results follow in this order: Sm TGR block	AmpC inh detg	AmpC inh no detg	FBPA Giardia inh	HCMV antiviral	AMA1 RON2 block
- CCc1cc2c(SCC(=O)Nc3cc(C)on3)ncnc2s1
 : -0.3%	-4.8%	u	1.0%	u	-1.4%
- CC(=O)OCc1cnc(C)c2oc(=O)c(C(=O)Nc3cc(F)ccc3C)cc12
 : -1.5%	15.7%	x	x	9.0	x
- CCCCn1nc(C(=O)N2CCN(S(=O)(=O)c3ccccc3)CC2)c2ccccc2c1=O
 : -3.1%	-7.9%	80.5%[activator]	x	-26.0	-4.8%
- COc1ccccc1Oc1nc2c(C)cccn2c(=O)c1/C=C(\C#N)c1nc2ccccc2[nH]1
 : -12.9%	23.2%	x	x	2.7	x
- O=C(Nc1ccn(Cc2ccccc2)n1)c1ccc(F)cc1
 : 10.3%	4.2%	-23.4%	-4.9%	-27.0	3.1%
- Cc1ccc(NC(=O)NC(=O)CSc2nnc(-c3ccc(Cl)cc3Cl)n2N)c(C)c1
 : -4.3%	-9.8%	2.2%	-23.2%	34.7	-12.7%
- Cc1ccccc1N(C(=O)CNC(=O)c1ccco1)C(C(=O)NC1CCCCC1)c1ccncc1 (stereo unspecified)
 : -14.5%	-2.7%	-14.9%	-1.0%	42.5	-10.5%
- CCCC(=O)Nc1nnc(S(=O)(=O)N(C)Cc2ccco2)s1
 : 4.47µM*	-6.9%	-18.3%	-17.6%	x	-1.1%
- CC(=O)Nc1ccc(NC(=O)c2c(-c3ccccc3Cl)noc2C)c(C)c1
 : 1.9%	-7.2%	-9.1%	x	-6.4	16.5%
- COc1ccc(NC(=O)Cn2c(=O)n(-c3cc(C)cc(C)c3)c(=O)c3oc4ccccc4c32)cc1OC
 : -6.1%	-4.0%	x	x	-83.5*	x
- COC(=O)c1sc(S(=O)(=O)Nc2ccc3cn[nH]c3c2)c(C(=O)OC)c1C
 : 2.4%	0.4%	-27.2%	-15.9%	20.4	-4.9%
- O=C(OCCCOC(=O)c1ccc([N+](=O)[O-])o1)c1ccc([N+](=O)[O-])o1
 : -18.1%	u	-17.4%	x	-7.0	10.5%
- O=C(NC1CCC(NC(=O)C2CCCO2)CC1)C1CCCO1 (stereo unspecified)
 : 0.0%	-5.7%	-14.5%	5.4%	x	x
- Cc1ccc(/C=N/NC(=O)Cn2nc(C)c([N+](=O)[O-])c2C)o1
 : 1.7%	0.7%	2.4%	-4.2%	7.9	10.1%
- CC(CNC(=O)c1cnn(-c2ccc(F)cc2)c1-n1cccc1)c1ccccc1 (stereo unspecified)
 : -10.9%	-7.7%	x	x	-28.1	x

Remaining list, next part.
Results follow in this order: Sm TGR block	AmpC inh detg	AmpC inh no detg	FBPA Giardia inh	HCMV antiviral	AMA1 RON2 block
- COc1cc(C(=O)NC(=S)Nc2ccc3c(c2)OCO3)cc(OC)c1OC
 : -22.4%	-2.5%	-15.3%	-23.3%	41.5	15.4%
- Nc1cnc(-c2ccccc2)nc1Cl
 : -11.7%	-10.6%	-24.8%	2.8%	4.7	20.1%
- O=C(c1ccccc1)N1CCN(C(=O)c2ccccc2)C1c1ccccc1
 : 9.9%	-13.1%	17.6%	1.9%	-18.6	6.7%
- O=C(N/N=C/c1cccc(OC2CSC2)c1)c1ccccc1O
 : -2.4%	-13.0%	-41.8%	-0.7%	112.1	-7.2%
- Cc1ccc(OCCN2CCCC2)cc1
 : -4.6%	0.7%	-7.0%	u	0.5	u
- Cc1cc2cc(C(c3nnnn3Cc3ccco3)N3CCc4ccccc43)c(=O)[nH]c2cc1C (stereo unspecified)
 : u	u	-41.5%	u	-21.6	-25.4%
- CCN(CC)c1ccc(C(=S)N2CCN(c3ccccc3)CC2)cc1
 : -16.5%	-6.2%	-29.1%	5.2%	13.9	-2.3%
- Cc1cccn2c(=O)c3cc(C(=O)NCCN4CCOCC4)n(Cc4ccccc4)c3nc12
 : 7.1%	-11.9%	-0.5%	-1.1%	x	x
- CCCS(=O)(=O)N1CCN(Cc2ccccc2C(F)(F)F)CC1
 : -1.0%	-10.3%	42.2%	u	22.6	-12.4%
- C[C@@H]1O[C@@H](O[C@H]2[C@H](O[C@H]3C[C@]4(C)C(C[C@@H](O)C5C([C@]6(C)CC[C@@H](C(C)(C)O)O6)CC[C@]54C)[C@@]4(C)CC[C@H](O)C(C)(C)C34)O[C@H](CO)[C@@H](O)[C@@H]2O)[C@H](O)[C@H](O)[C@H]1O (stereo partly specified)
 : x	x	61.0%[activator]	x	-5.9	-3.7%
- O=C(CCCN1CCC(c2ccccc2)C1)c1ccc2c(c1)OCCO2 (stereo unspecified)
 : -7.5%	u	-17.0%	2.9%	-10.3	-6.4%
- CN(C)CCN(C(=O)c1ccc2c(c1)CCCC2)c1nc2c(F)cccc2s1
 : u	1.3%	-5.5%	u	13.8	-20.0%
- CN1/C(=C\C(=O)COC(=O)Cn2nnc(-c3ccccc3)n2)C(C)(C)c2ccccc21
 : 1.1%	-2.6%	-13.8%	-1.9%	u	-2.9%
- O=C(NCc1ccccn1)C(=O)NCC1OCCCN1S(=O)(=O)c1ccc(F)cc1 (stereo unspecified)
 : 45.0%[activator]	-8.0%	-3.1%	x	11.5	33.3%[activator]
- Cc1ccc(C)c(S(=O)(=O)N2CCN(C(=O)c3cccn3C)CC2)c1
 : -1.3%	0.0%	41.4%	x	-1.0	-21.5%

Of the compounds above, two have a thiophene ring, fused or not:
Results follow in this order: Sm TGR block	AmpC inh detg	AmpC inh no detg	FBPA Giardia inh	HCMV antiviral	AMA1 RON2 block
- CCc1cc2c(SCC(=O)Nc3cc(C)on3)ncnc2s1
 : -0.3%	-4.8%	u	1.0%	u	-1.4%
- COC(=O)c1sc(S(=O)(=O)Nc2ccc3cn[nH]c3c2)c(C(=O)OC)c1C
 : 2.4%	0.4%	-27.2%	-15.9%	20.4	-4.9%

Next part:
Results follow in this order: Sm TGR block	AmpC inh detg	AmpC inh no detg	FBPA Giardia inh	HCMV antiviral	AMA1 RON2 block
- O=S(=O)(NCCc1ccccc1)c1cccc(S(=O)(=O)N2CCOCC2)c1
 : 35.5µM*	u	-13.1%	4.0%	19.8	1.8%
- O=C(N/N=C/c1ccoc1)c1cccc([N+](=O)[O-])c1
 : -0.5%	-1.2%	-20.8%	x	28.7	49.0%[activator]
- CC1CCC(NS(=O)(=O)c2ccc3c(c2)CC(=O)N3)CC1 (stereo unspecified)
 : -0.7%	-2.8%	-43.0%	x	23.2	-2.9%
- CCCN(Cc1nnc(-c2cccs2)o1)C(=O)CN1C(=O)NC2(CCCCC2C)C1=O (stereo unspecified)
 : -2.0%	-17.1%	-0.9%	x	-19.2	2.0%
- CCOc1cc(/C=C2\CN(CC)C/C(=C\c3ccc(O)c(OCC)c3)C2=O)ccc1O
 : 39.8µM*	u	-2.0%	-19.7%	-100.9*	u
- Cc1ccc2nc(SCc3nnc(-c4ccccc4Br)o3)[nH]c2c1
 : 3.0%	1.5%	-31.9%	-13.8%	-10.5	-3.5%
- COc1ccc(Cn2c(=O)sc3ccccc3c2=O)cc1
 : 9.4%	u	-8.2%	9.0%	-30.3	2.9%
- CCCc1cc(=O)[nH]c(Nc2cc(Cl)cc(Cl)c2)n1
 : 11.1%	10.2%	x	x	-105.7*	x
- C=CCn1cc(-c2cccc(Cl)c2)cc(C#N)c1=O
 : -5.1%	-14.9%	53.9%	-1.0%	13.8	0.0%
- CSc1ccccc1C(=O)Nc1cc([N+](=O)[O-])ccc1C
 : -3.3%	-6.7%	-19.1%	-8.5%	-2.3	-0.9%
- CCOc1ccc(CNC(=O)CS(=O)(=O)Cc2nc(-c3ccc(OC)cc3)oc2C)cc1
 : -0.7%	-14.7%	1.4%	-7.2%	-34.5	-2.9%

Sorted by SMILES length (falling): some entries from above
Results follow in this order: Sm TGR block	AmpC inh detg	AmpC inh no detg	FBPA Giardia inh	HCMV antiviral	AMA1 RON2 block
- Cc1cccn2c(=O)c3cc(C(=O)NCCN4CCOCC4)n(Cc4ccccc4)c3nc12
 : 7.1%	-11.9%	-0.5%	-1.1%	x	x
- COc1cc(C(=O)NC(=S)Nc2ccc3c(c2)OCO3)cc(OC)c1OC
 : -22.4%	-2.5%	-15.3%	-23.3%	41.5	15.4%
- O=C(N/N=C/c1ccoc1)c1cccc([N+](=O)[O-])c1
 : -0.5%	-1.2%	-20.8%	x	28.7	49.0%[activator]

Bioassay records: PubChem BioAssay, National Center for Advancing Translational Sciences (NCATS)
